Screening results deposited in PubChem BioAssay by several laboratories.
NOD1 inhibition – NOD1 signaling inhibitors, primary screen, cell-based, luminescence, uHTS (AID 1578); NOD1-driven NF-kB luciferase reporter cells, luminescence; higher % means a stronger effect; inhibition, % at 4 µM; hits with a dose series show EC50 in µM; actives 1% (n = 290,000); in the data active = inhibition mostly above about 36%, no sharp cut-off; inactive = mostly below about 34%;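 note: HEK-293T reporter cells stimulated with the NOD1 agonist gamma-tri-DAP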
HIV fusion peptide – inhibitors of HIV fusion peptide binding, primary screen, biochemical, uHTS, fluorescence dequenching (AID 1986); cell-free peptide binding, fluorescence dequenching, 30 min; higher % means a stronger effect; one-dose inhibition, % at 20 µM; IC50 in µM for titrated hits; actives 0.3% (n = 290,000); in the data active = inhibition mostly above about 52%, no sharp cut-off; inactive = mostly below about 76%; note: some results filed as inactive read as strong as hits
KOR beta-arrestin-1 – KOR antagonists, beta-arrestin recruitment, cell-based, luminescence, uHTS (AID 1778); KOR beta-arrestin recruitment, luminescence, antagonist mode; higher % means a stronger effect; one-dose inhibition, % at 10 µM; IC50 in µM for titrated hits; actives 0.091% (n = 290,000); note: strong numbers were not always called active
HEK293 NOD2/NF-kB – inhibition of NOD2-driven NF-kB reporter – cell-based, luminescence, uHTS, HEK293 (AID 1566). actives 0.63% (n = 290,000). inhibition, % at 4 µM, or EC50 in µM where a hit was titrated. HEK293 NOD2/NF-kB luciferase reporter, luminescence; higher % means a stronger effect; note: many of its hits are not listed in these tables
GPR35 arrestin U2OS – GPR35 antagonists blocking zaprinast-driven arrestin recruitment, primary screen, imaging, U2OS, beta-arrestin-GFP, zaprinast agonist (AID 2058); U2OS GPR35 beta-arrestin-GFP translocation imaging, zaprinast antagonism; higher % means a stronger effect; one-dose inhibition, % at 10 µM; IC50 in µM for titrated hits; actives 0.052% (n = 290,000);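 active = inhibition of at least 50% with at least 30 cells and total cytoplasm GFP at most 10,000,000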
KOR beta-arrestin-2 – KOR agonists, beta-arrestin recruitment, primary screen, cell-based, luminescence, uHTS (AID 1777). actives 0.02% (n = 280,000). activation, % at 10 µM, or EC50 in µM where a hit was titrated. KOR beta-arrestin recruitment, luminescence; higher % means a stronger effect; in the data active = activation above about 50%, passing the limit was not always enough; note: a part of the inactive calls stands beside numbers as strong as those of hits
GPR55 antagonists – inhibition of LPI-stimulated GPR55 beta-arrestin translocation – imaging, U2OS, beta-arrestin-GFP, LPI agonist, primary screen (AID 2013); U2OS GPR55 beta-arrestin-GFP translocation imaging, LPI antagonism; higher % means a stronger effect; inhibition, % at 10 µM; hits with a dose series show IC50 in µM; actives 0.13% (n = 290,000);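 active = spots per cell inhibited over 60%, with over 100 cells counted and total cytoplasm intensity under 500,000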;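 note: U2OS cells stably carrying GPR55 and arrestin-GFP stimulated by 5 µM LPI near EC80; imaged beta-arrestin-GFP aggregate spots per cell after agonist stimulation; plate controls were LPI-stimulated DMSO wells for no effect and DMSO wells without LPI for full effect; some results filed as inactive read as strong as hits; confirmed hits need IC50 under 10 µM and bright autofluorescent wells are also inconclusive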
Myeloid diff 2 – myeloid differentiation induction. ER-HoxA9 myeloid progenitors, lysozyme-GFP differentiation, flow cytometry. calls only at 10 µM. actives 1% (n = 360,000). AID 624256;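 active = normalized GFP-positive differentiation at or above the plate's own cutoff, the solvent-only control mean plus 3 SD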;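 note: cells exposed to compound for four days before flow analysis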
GPR55 beta-arrestin – GPR55 agonists via beta-arrestin recruitment, primary screen, imaging, U2OS cells, beta-arrestin-GFP redistribution (AID 1961). actives 0.048% (n = 290,000). activation, % at 10 µM, or EC50 in µM where a hit was titrated. U2OS GPR55 beta-arrestin-GFP redistribution imaging; higher % means a stronger effect;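 active = activation above 40% with more than 50 cells counted in the well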;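 note: U2OS osteosarcoma cells stably expressing GPR55 and beta-arrestin-GFP; plate controls were DMSO negative control for no effect and LPI positive control for full effect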
Myeloid diff 2 GFP+ MAC1+ % – recorded beside Myeloid diff 2, whose call it bears; GFP+ MAC1+ double positive, %; measured here: differentiation confirmed by MAC1 staining
* = called active by the depositor; i = inactive; / = not tested or not shown; [ ] = dose if it differs, or a comment. Cut-off read from the data, not from the text of the source, unless noted: active = inhibition above about 50%; inactive = the rest.

SMILES | NOD1 inhibition | HIV fusion peptide | KOR beta-arrestin-1 | HEK293 NOD2/NF-kB | GPR35 arrestin U2OS | KOR beta-arrestin-2 | GPR55 antagonists | Myeloid diff 2 | Myeloid diff 2 GFP+ MAC1+ % | GPR55 beta-arrestin
COc1cc(C(=O)NCc2nnc(SCC(=O)Nc3cccc(C(F)(F)F)c3)o2)cc(OC)c1OC | -27% | 1.6% | -8% | 2% | 8% | 0.6% | 10% | i | 1.3 | 0.0%
COc1ccccc1CN1C(=O)CNC1=S | -28% | 0.0% | -40% | -13% | 10% | -4.0% | -7% | i | 1.7 | 0.2%
CCOC(=O)n1c(SCC(N)=O)nc2ccccc21 | 4% | -0.4% | -3% | 0% | 7% | 4.3% | -18% | i | 0.5 | 0.2%
Cc1cc(OCC(O)CN2C(C)CCCC2C)ccc1C(C)C (stereo unspecified) | -24% | -0.8% | -36%[20 µM] | -34% | 12% | -5.9% | 20% | i | 0.1 | -0.1%
Cc1ccc(S(=O)(=O)N2CCOCC2)cc1NC(=O)COC(=O)C1COc2ccccc2O1 (stereo unspecified) | -10% | 0.6% | -24% | 1% | -6% | -0.7% | 8% | i | 0.7 | -0.2%
CCCNc1nc(N2CCCC2)nc(N2CCCC2)n1 | -17% | 0.9% | -19%[20 µM] | -12% | 8% | / | -6% | i | 0.4 | -0.2%
C=CCN(c1ccccc1)S(=O)(=O)c1cccc(C(=O)N(CC)CC(=O)Nc2c(F)cccc2F)c1 | -18% | 1.2% | 35% | -1% | 12% | -4.0% | 20% | i | 7.0 | 0.3%
O=C(c1ccco1)N1CCN(CC(=O)N(C2CCCCC2)C2CCS(=O)(=O)C2)CC1 (stereo unspecified) | / | 2.5% | 10% | 5% | 2% | -2.3% | 2% | i | 1.6 | 0.5%
O=C(COc1ccccc1)Nc1nn[nH]n1 | -9% | -0.3% | -15% | 4% | 5% | -0.6% | 2% | i | 2.1 | -0.1%
CN(C)CCOC(=O)CCCCCCCCC(=O)OCCN(C)C | -6% | 0.5% | -3% | 16% | 2% | -2.5% | 8% | i | 0.2 | -0.2%
CC(C)(C)OC(=O)N1CCN(C(=O)Cn2cc(CCO)nn2)CC1 | -30% | -0.2% | -13% | -3% | -10% | -1.1% | -6% | i | 1.6 | 0.2%
COc1ccc(S(=O)(=O)CCC(=O)NCCc2ccc(S(N)(=O)=O)cc2)cc1 | -8% | -1.3% | 4% | 5% | 9% | 1.6% | -3% | i | 0.6 | -0.1%
COc1ccc(C(C)C)cc1S(=O)(=O)n1cnc(C)c1 | -8% | -1.5% | -12% | 1% | 8% | 1.8% | -9% | i | 5.8 | -0.1%
CC(C)COP(=O)(OCC(C)C)C(O)c1ccccc1F (stereo unspecified) | -2% | 0.0% | 23% | 13% | 1% | 0.6% | 10% | i | 0.9 | 0.0%
Cc1ccccc1-n1nc2c(c1NC(=O)c1ccc(S(=O)(=O)N(C)C)cc1)CSC2 | / | -0.6% | -3% | -8% | 14% | 6.4% | 18% | i | 1.6 | -0.3%
CCCc1nc(N)c(C#N)c(-c2ccco2)c1CC | 18% | -2.3% | -50% | 17% | 0% | -2.0% | -6% | i | 6.6 | -0.2%
CCN(CC)CCN(Cc1cc2cc3c(cc2[nH]c1=O)OCCO3)C(=S)NCC1CCCO1 (stereo unspecified) | -25% | -0.4% | -10%[20 µM] | 5% | 10% | -1.1% | 2% | i | 0.0 | -0.1%
CCC(C)C(NS(=O)(=O)c1ccc(C)cc1)C(=O)NCCCN1CCOCC1 (stereo unspecified) | -13% | 1.1% | -27% | 16% | -3% | -0.5% | 2% | i | 0.0 | -0.2%
CN(c1ccc(OCC(=O)NC2=NCCS2)cc1)S(=O)(=O)c1ccc(F)cc1 | -2% | -1.2% | 38% | -25% | 14% | -3.6% | 1% | i | 0.7 | -0.1%
Cc1ccc(NC(=O)C2CCCN2C(=O)NC2CCCCC2)c(C)c1 (stereo unspecified) | -31% | 0.1% | 14% | 10% | 6% | -10% | 4% | i | 1.1 | 0.6%

Entries of single compounds as entered above. Screens in order: NOD1 inhibition, HIV fusion peptide, KOR beta-arrestin-1, HEK293 NOD2/NF-kB, GPR35 arrestin U2OS, KOR beta-arrestin-2, GPR55 antagonists, Myeloid diff 2, Myeloid diff 2 GFP+ MAC1+ %, GPR55 beta-arrestin
COc1ccc(S(=O)(=O)CCC(=O)NCCc2ccc(S(N)(=O)=O)cc2)cc1 is listed with -8%, -1.3%, 4%, 5%, 9%, 1.6%, -3%, i, 0.6, -0.1%
CN(c1ccc(OCC(=O)NC2=NCCS2)cc1)S(=O)(=O)c1ccc(F)cc1 is listed with -2%, -1.2%, 38%, -25%, 14%, -3.6%, 1%, i, 0.7, -0.1%
CCOC(=O)n1c(SCC(N)=O)nc2ccccc21 is listed with 4%, -0.4%, -3%, 0%, 7%, 4.3%, -18%, i, 0.5, 0.2%
CCC(C)C(NS(=O)(=O)c1ccc(C)cc1)C(=O)NCCCN1CCOCC1 (stereo unspecified) is listed with -13%, 1.1%, -27%, 16%, -3%, -0.5%, 2%, i, 0.0, -0.2%
O=C(COc1ccccc1)Nc1nn[nH]n1 is listed with -9%, -0.3%, -15%, 4%, 5%, -0.6%, 2%, i, 2.1, -0.1%

Further records follow:
SMILES | NOD1 inhibition | HIV fusion peptide | KOR beta-arrestin-1 | HEK293 NOD2/NF-kB | GPR35 arrestin U2OS | KOR beta-arrestin-2 | GPR55 antagonists | Myeloid diff 2 | Myeloid diff 2 GFP+ MAC1+ % | GPR55 beta-arrestin
NC(=O)Nc1ccc(C(=O)OCC(=O)Nc2ccc([N+](=O)[O-])cc2C(F)(F)F)cc1 | 30% | -0.9% | -9% | 4% | 16% | 3.7% | -15% | i | 0.7 | -0.1%
Cc1ccc(-n2ncc3c(=O)n(CC(=O)N(C(C)C)C(C)C)cnc32)cc1 | -29% | -0.7% | 5% | 4% | 16% | -1.9% | 6% | i | 0.3 | 0.2%
Cc1ccc(Nc2cc(=O)oc3ccccc23)c(C)c1 | 2% | 0.6% | -8% | 6% | 8% | -0.4% | -9% | i | 1.3 | -0.1%
CC(C)c1cc(NCCOCCO)n2c(nc3ccccc32)c1C#N | -9% | -2.5% | 13% | -2% | -4% | 6.7% | 2% | i | 0.2 | -0.3%
CCn1c2ccccc2c2cc(NS(=O)(=O)c3ccccc3C)ccc21 | 25% | 0.7% | -16% | 1% | 13% | -3.8% | -4% | i | 0.8 | 0.4%
CC(C)OC(=O)CSc1nnc(-c2ccc(Cl)cc2Cl)n1N | -41% | 3.4% | -28% | -9% | 1% | 1.5% | 2% | i | 0.8 | -0.1%
CCOc1ccc(CNC(=O)C2CCCN(S(C)(=O)=O)C2)cc1OC (stereo unspecified) | -21% | -1.2% | 20% | 4% | 6% | -3.6% | 14% | i | 9.2 | 0.1%
COc1ccc(NC(=O)c2cc(C(=O)Nc3ccc(OC)cc3OC)cc([N+](=O)[O-])c2)c(OC)c1 | -11% | -0.3% | -148% | -49% | 10% | 5.4% | -4% | i | 0.5 | 0.3%
Cc1ccc(-n2ncc(-c3nnc(SCC(=O)NC4CCCC4)o3)c2N)cc1C | 8% | -3.2% | 9% | -29% | -2% | 16% | -2% | i | 2.7 | -0.3%
O=C(CN1CCCCCC1)Nc1ccc(S(=O)(=O)N2CCCCC2)cc1 | -30% | -0.8% | 3% | -30% | -12% | -2.5% | -6% | i | 2.1 | -0.2%
COc1ccccc1NS(=O)(=O)c1ccc(N2CCOCC2)c(NC(=O)c2ccco2)c1 | -39% | -0.3% | 19% | 12% | 2% | -11% | 17% | i | 0.4 | -0.2%
CSCCC(NC(N)=O)C(=O)NCc1ccccc1Cl (stereo unspecified) | -3% | 1.2% | 29% | 5% | 9% | -1.8% | 21% | i | 0.8 | 0.3%
Cc1ccc(OCC(=O)NCCNC(=O)c2ccccn2)cc1 | 7% | 1.8% | 5% | 2% | 6% | -1.6% | -14% | i | 0.2 | 0.2%
C=CCn1c(SCC(C)=O)nc2sc3c(c2c1=O)CCC3 | -10% | 0.2% | -17% | 6% | -4% | 1.6% | -1% | i | 0.5 | 0.0%
O=C(CCN1C(=O)/C(=C\C=C\c2ccccc2)SC1=S)Nc1cccc(C(=O)O)c1 | 2% | 62% | -24% | -57% | -15% | 1.2% | -3% | i | 1.0 | 0.3%
O=C1c2ccccc2C(=O)N1c1ccccc1S(=O)C(F)(F)F (stereo unspecified) | -9% | -4.6% | 2% | -7% | 18% | 1.8% | -9% | i | 2.5 | 0.3%
CCN1CCc2c(OCC(=O)N3CCCCC3)cccc2C1=O | -37% | -0.4% | -30% | 9% | 20% | 1.1% | 7% | i | 0.1 | 0.2%
Cc1cc(C(=O)NNc2ccc(F)cc2F)no1 | -4% | -0.3% | 13% | -112% | -3% | 0.8% | -6% | i | 0.1 | -0.2%
CCN(CC)c1ccc(NC(=O)CN2CCN(CC(=O)Nc3ccc(OC)cc3)CC2)cc1 | -4% | -1.7% | -8% | -42% | -6% | 2.5% | 6% | i | 0.5 | 0.0%
COc1ccc(NC(=O)c2ccc(-c3ccc(C)c4ccccc34)o2)cc1 | 6% | 8.3% | -69% | 4% | 1% | 1.4% | -16% | i | 1.0 | -0.3%
O=C(C1CC1)N1CCc2cc(Br)cc(S(=O)(=O)NC3CCCCC3)c21 | 0% | -0.6% | -8% | 17% | -9% | -3.2% | -2% | i | 0.9 | 0.2%
O=C(Cn1c(Cc2ccccc2)nc2ccccc21)NCc1ccc2c(c1)OCO2 | -21% | 3.2% | / | 4% | 1% | / | 6% | i | 0.3 | -0.2%
COc1ccc(/C=N/NC(=O)c2ccc3c(c2)OCO3)cc1 | -11% | 2.8% | -18% | -9% | 3% | 4.4% | 16% | i | 0.5 | 0.0%
CNCC(=O)Nc1c(C)n[nH]c1C | -35% | -0.2% | -10% | -8% | 10% | 2.9% | 7% | i | 0.5 | 0.0%

Two entries from above, set out differently.
Value order: NOD1 inhibition, HIV fusion peptide, KOR beta-arrestin-1, HEK293 NOD2/NF-kB, GPR35 arrestin U2OS, KOR beta-arrestin-2, GPR55 antagonists, Myeloid diff 2, Myeloid diff 2 GFP+ MAC1+ %, GPR55 beta-arrestin
O=C(Cn1c(Cc2ccccc2)nc2ccccc21)NCc1ccc2c(c1)OCO2
 : -21%, 3.2%, /, 4%, 1%, /, 6%, i, 0.3, -0.2%
COc1ccc(/C=N/NC(=O)c2ccc3c(c2)OCO3)cc1
 : -11%, 2.8%, -18%, -9%, 3%, 4.4%, 16%, i, 0.5, 0.0%

Only part of the results is shown; count on the stated rates, not on these rows.
